# Bioassay records (PubChem BioAssay)
# FBPA coupling cs = qHTS Assay for Inhibitors of Fructose-1,6-bisphosphate Aldolase from Giardia Lamblia: Coupling assay counterscreen; coupling enzyme system counterscreen, AmpLite Red fluorescence; activity change, negative = inhibition, % at 58.2 µM, hits read low; hit rate 0.67% among 290,000; AID 2472, 2010; in the data active means activity change below about -30%; further: on the % scale 0 is the no-effect control and ±100 the full control effect
#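 Compounds tested against the coupling enzymes alone at 57.5 uM final; readout was AmpLite Red fluorescence (525/598 nm) after 20 min at RT.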
# Giardia kill = Small Molecules that selectively kill Giardia lamblia: qHTS; Giardia lamblia trophozoite viability; activity change, % at 7.66 µM, hits read low; hit rate 0.15% among 340,000; in the data active means activity change below about -80%; inconclusive means between about -30% and that limit;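 further: parasites exposed to compound for two days anaerobically before the ATP read; on the % scale 0 is the no-effect control and ±100 the full control effect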
#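 Each well holds 100 Giardia trophozoites and compound. After two days (48 hrs) at 37 deg C in anaerobic conditions, ATP is quantified by luminescence.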
# MLL CXXC-DNA inh = qHTS Fluorescence Polarization Assay for Inhibitors of MLL CXXC domain - DNA interaction | MLL-CXXC / FITC-HOXA9 DNA fluorescence polarization | hit rate 0.037% among 290,000 | Potency, µM (titrated, usually from 115 µM), for the others: at the highest dose activity change, negative = inhibition, hits mostly inhibitors | AID 2662, 2010; active means well fitted inhibition curve with a large enough effect in the polarisation, with a control signal flat, not every such curve was filed as active; inconclusive means small, poorly fitted or top-dose-only effect, or effect the other way, or a change in a side signal; inactive means no such curve, though single readings can be large or run the other way; the % refers to the polarisation; further: potency means the concentration at half of the fitted maximal effect
#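 Fluorescence polarization: 7 uM MLL-CXXC (stock) preincubated 5 min with compounds, then 50 nM fluorescein-HOX-A9 DNA (stock) added; 30 min ambient. Buffer 50 mM Tris-HCl pH 7.5, 50 mM NaCl, 1 mM DTT, 0.05% BSA.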
# TSHR antag = Antagonists of the Thyroid Stimulating Hormone Receptor: HTS campaign. TSHR-expressing cells, TSH-stimulated cAMP HTRF, 2 h; active compounds read low. hit rate 0.2% among 330,000. activity change, negative = inhibition, % at 11.5 µM. Thyrotropin receptor (Homo sapiens), P16473;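 active means activity change below a set negative limit, meaning inhibition stronger than a set level, cut at about -70% in these data; inconclusive means activity change between two set negative limits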; further: on the % scale 0 is the no-effect control and ±100 the full control effect
#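 Competitive HTRF cAMP read-out (cryptate anti-cAMP antibody, cAMP-d2; 30 min, room temperature) in freshly harvested TSHR cells. Compounds added before TSH at EC80 (4nM final), followed by 2 hours' incubation at 37 deg C.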
# Tb PFK inh = qHTS Assay to Find Inhibitors of T. brucei phosphofructokinase | ATP-dependent 6-phosphofructokinase (Trypanosoma brucei brucei), O15648 | T. brucei PFK, ADP-Glo luminescence | Potency, µM (top dose mostly 57.5 µM), inactives show at the top dose activity, negative = inhibition, usual class: inhibitors | hit rate 0.17% among 330,000 | AID 485367, 2010;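 further: potency means the concentration at half of the fitted maximal effect; 0% = uninhibited 1x PFK enzyme wells and -100% = no-enzyme wells; nearly all actives have a fitted effect of over 60% in size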
# Target sequence (O15648 whole entry, looked up): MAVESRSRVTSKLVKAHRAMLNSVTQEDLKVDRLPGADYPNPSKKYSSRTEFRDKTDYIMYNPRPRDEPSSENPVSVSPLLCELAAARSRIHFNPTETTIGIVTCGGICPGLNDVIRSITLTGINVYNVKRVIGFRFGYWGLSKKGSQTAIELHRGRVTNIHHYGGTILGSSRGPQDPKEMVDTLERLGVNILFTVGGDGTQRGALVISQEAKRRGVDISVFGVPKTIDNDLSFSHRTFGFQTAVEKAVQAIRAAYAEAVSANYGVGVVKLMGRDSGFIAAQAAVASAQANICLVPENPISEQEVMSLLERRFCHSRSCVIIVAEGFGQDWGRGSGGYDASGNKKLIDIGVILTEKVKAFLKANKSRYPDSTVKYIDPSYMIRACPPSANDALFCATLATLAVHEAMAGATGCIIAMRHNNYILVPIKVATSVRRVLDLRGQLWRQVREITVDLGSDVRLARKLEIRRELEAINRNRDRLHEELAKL
#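 ADP-Glo luminescence quantified ADP after 45 min at room temperature, with 1.25 nM T. brucei PFK, 0.1 mM ATP and 0.5 mM fructose-6-phosphate in pH 8.0 TEA buffer. qHTS titrations up to 57 µM; curves classified by quality.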
# BCR signal inh = qHTS Assay to Find Inhibitors of Chronic Active B-Cell Receptor Signaling | Potency, µM (series often up to 46.1 µM), for the others: at the top dose ratio change, negative = lower green/red ratio, actives largely listed as inhibitors | hit rate 0.05% among 340,000 | ABC-DLBCL IkBa-CBG/CBR reporter, luminescence ratio, 4 h; active means well fitted inhibition curve with a large enough effect in the signal ratio, with a control signal flat, not every such curve was filed as active; inconclusive means small, poorly fitted or top-dose-only effect, or effect the other way, or a change in a side signal; the % refers to the signal ratio;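 further: potency means the concentration at half of the fitted maximal effect; plate controls were basal doxycycline-induced cells for no effect and cells given 10 µM MG132 for full effect; MG132 reads +100%, hits lower the ratio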
#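 TMD8 human ABC-DLBCL cells with doxycycline-inducible IκBα–green luciferase fusion and unfused red luciferase, in 0.5% FBS medium; compounds up to 46 uM, 4 h at 37C. Green/red luminescence ratio, filter-overlap corrected, fitted to concentration-response curves.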
# GALK inh = qHTS Assay for Inhibitors of Human Galactokinase (GALK) | hit rate 0.007% among 270,000 | Purified GALK, Kinase-Glo residual ATP luminescence | P51570 | Potency, µM (series often up to 57.5 µM), inactives show at the top dose activity change, negative = inhibition, actives largely listed as inhibitors; further: potency means the concentration at half of the fitted maximal effect; on the % scale 0 is the no-effect control and ±100 the full control effect
# Target sequence (P51570 whole entry, looked up): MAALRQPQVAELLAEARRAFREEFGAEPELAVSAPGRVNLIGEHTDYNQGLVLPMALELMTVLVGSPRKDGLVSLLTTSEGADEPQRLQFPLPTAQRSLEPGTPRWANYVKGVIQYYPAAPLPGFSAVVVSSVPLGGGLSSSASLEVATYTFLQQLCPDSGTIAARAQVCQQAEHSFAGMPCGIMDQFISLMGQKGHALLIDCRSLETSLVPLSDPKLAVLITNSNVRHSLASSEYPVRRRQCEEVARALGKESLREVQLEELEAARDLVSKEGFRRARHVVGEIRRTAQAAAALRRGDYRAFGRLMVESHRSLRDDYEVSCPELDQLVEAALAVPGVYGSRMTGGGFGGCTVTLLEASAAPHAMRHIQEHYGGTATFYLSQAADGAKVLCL
#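 The enzyme phosphorylates galactose (100 uM) using ATP (35 uM); inhibition is detected as higher residual ATP, quantified by bioluminescence after 1 h reaction at room temperature, pH 8.0.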
# A-T KAP1 phos = qHTS Assay for Identifying a Potential Treatment of Ataxia-Telangiectasia; […] A-T fibroblasts, KAP-1 phosphorylation AlphaLISA; neocarzinostatin DNA damage 30 min before lysis; Potency, µM (series often up to 57.5 µM), for inactives: at the highest dose activation, actives largely listed as activators; hit rate 0.19% among 320,000; further: potency means the concentration at half of the fitted maximal effect; % of control where 0% means no effect; nearly all actives have a fitted effect of over 45% in size
#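 ATM-like activity read as KAP-1 phosphorylation via AlphaLISA donor/acceptor antibody pairs after lysis and 6 hr at 25C. Cells were ATM-null patient fibroblasts ([…], hTERT), dosed 60 min, then exposed to the DSB inducer NCS for 30 min.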
# TCR act = Activators of T cell receptors: qHTS campaign | Potency, µM (top dose mostly 9.22 µM), for inactives: top-dose activation of IL-2 secretion, usual class: activators | 330,000 tested, under 10 active | primary human leukocytes, anti-CD3, IL-2 HTRF, 48 h; further: % of control where 0% means no effect
#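 Using a-CD3 beads without co-stimulation, primary human leukocytes were exposed to compounds for 48 hr. An HTRF IL-2 kit measured the cytokine, with europium-to-d2 energy transfer producing emission at 665nm upon 320nm excitation.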
# KCNH2 WT inh = qHTS for Inhibitors of KCHN2 3.1: Wildtype qHTS; hit rate 0.37% among 340,000; U2OS, BacMam KCNH2, thallium flux FluxOr; active compounds read low; Voltage-gated inwardly rectifying potassium channel KCNH2 (Homo sapiens), Q12809; activity change, % at 1.84 µM;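 active means maximum activity change below -70%; inconclusive means maximum activity change between -70% and -50%; inactive means maximum activity change above -50%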; further: on the % scale 0 is the no-effect control and ±100 the full control effect
#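 U2OS cells were transduced with wild-type KCNH2 virus (2.03 x 10^8 / mL) for 4 h at room temperature, then cultured overnight at 37 C. Thallium flux was read with FluxOr dye. Rate constants were normalized to DMSO controls.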
# * = called active by the depositor; ? = inconclusive; nt = not tested or not shown; [ ] = dose if it differs, or a comment. Unless noted, the call rests on the fitted dose curve; in most records, active means well fitted curve in the direction sought with a large enough effect; inconclusive means small, poorly fitted or top-dose-only effect, or another doubt; inactive means no such curve, though single readings can be large; an effect the other way counts as inactive or inconclusive.
Structure	FBPA coupling cs	Giardia kill	MLL CXXC-DNA inh	TSHR antag	Tb PFK inh	BCR signal inh	GALK inh	A-T KAP1 phos	TCR act	KCNH2 WT inh
COc1cccc(CSc2nc3ccccc3[nH]2)c1	-6	-13	8%	-13	0%	-8%	0%	5%	4%[46.1 µM]	-1
CC1(c2ccccc2)NC(=O)N(CC(=O)NNC(=O)c2ccccc2F)C1=O (configuration not stated)	nt	-8	nt	13	17%	-1%	nt	1%	5%	0
Cc1ccc2oc(-c3ccc(C)c(NC(=S)NC(=O)c4cccs4)c3)nc2c1	0	-16	15%	-3	10%	-2%	0%	1%	-1%[46.1 µM]	-14
Cc1ccc(NC(=O)NC2CCN(CC(=O)Nc3nccs3)CC2)cc1	2	-12	-5%	21	-4%	4%	6%	10%	-5%	1
Cc1ccccc1N1CC(=O)N(c2ccccc2C)CC1=O	-1	-11	4%	-3	2%	9%	0%	nt	-8%	-10
COc1cccc2cc(C(=O)Nc3ccccc3C)/c(=N/NS(=O)(=O)c3ccccc3)oc12	0	-11	32%[activator]	-5	1%	-7%	-1%	-2%	6%	1
CCOCCCNC(=O)C(=O)NCCCOCC	1	-23	-5%	4	-1%	-3%	0%	1%	0%[46.1 µM]	-2
Clc1cccc(Cl)c1Cn1cnc2c(N3CCCCCC3)ncnc21	0	18	-4%	-6	4%	2%	0%	-3%	-5%	-17
Cc1ccc(NC(=O)c2ccccc2NC(=O)CCC(=O)O)cc1	0	-18	-11%	-16	2%	4%	2%	nt	2%[46.1 µM]	-1
CCN1CCN(C2CC(=O)NC2=O)CC1 (configuration not stated)	0	nt	-5%	2	-1%	-15%	-2%	2%	nt	nt
CC(NC(=O)c1cc(COc2cccc(C(F)(F)F)c2)on1)c1nccs1 (configuration not stated)	nt	5	-2%	-8	-6%	-7%	0%	8%	1%	-19
COc1ccc(NS(=O)(=O)Cc2ccccc2Cl)cn1	6	3	11%	15	5%	-3%	0%	1%	0%	-3
CCC(C)(C)NC(=O)C(c1cccnc1)N(C(=O)c1csnn1)c1ccc(C)cc1 (configuration not stated)	2	9	-4%	-1	3%	8%	1%	11%	0%	-12
Cc1cc(=O)oc2cc(OCC(O)CN3CCN(c4ccccc4)CC3)ccc12 (configuration not stated)	2	12	17%	-1	-2%	2%	3%	12%	4%	10
Cc1onc(-c2c(F)cccc2Cl)c1C(=O)Nc1cccc(S(=O)(=O)N2CCOCC2)c1	nt	16	nt	0	-2%	?	nt	-7%	-6%[46.1 µM]	5
COc1cc2c(C(=O)NC3CCCCCC3)cn(C)c(=O)c2cc1OC	1	-7	4%	14	5%	5%	-2%	2%	2%	-2
C(=N\Nc1nc(-c2ccccc2)cs1)/c1cccs1	3	10	0%	4	-10%	?	0%	-17%	-3%	-9
O=C(Cc1ccccc1)NCC(=O)Nc1ccccc1Br	-1	5	-3%	5	-3%	-7%	12%	4%	7%	8
CCCNC(=O)C(CC)NC(=O)c1cccc([N+](=O)[O-])c1 (configuration not stated)	nt	4	nt	-6	7%	-3%	nt	2%	2%	-10
COc1cc2c(C(=O)NCCCN3CCN(c4cccc(Cl)c4)CC3)cn(C)c(=O)c2cc1OC	1	-16	-1%	-2	-1%	0%	-2%	-10%	nt	-3
Cn1c(=O)c2c(ncn2CC(=O)OCC(=O)Nc2cccc(Cl)c2)n(C)c1=O	-3	37[activator]	-4%	-13	4%	3%	-1%	3%	7%	1
Cc1ccc(S(=O)(=O)N2CCOCC2)cc1NC(=O)CSCc1c(C)noc1C	nt	18	nt	29	-2%	0%	nt	19%	-24%	-3
COc1ccc(C(=O)N(CN2CCCC2=O)c2ccccc2OC)cc1OC	6	-17	-2%	5	-5%	3%	0%	-1%	2%	-2
CCOc1ccc(S(=O)(=O)N2CCN(C(=O)CCOc3ccccc3C)CC2)cc1	nt	-22	nt	-1	0%	0%	nt	-4%	-4%	0
O=C(c1cc(-c2ccc(Cl)cc2)on1)N1CCCC1	0	-17	6%	-5	1%	?	7%	1%	-4%	0
CCN(CC(=O)Nc1ccc(S(=O)(=O)N2CCCC2)cc1)Cc1ccccc1	nt	9	nt	9	0%	5%	nt	-1%	1%	3
CCC(C)[C@H](NC(=O)N1CCCCCC1)C(=O)OC (some centres not stated)	7	-23	-1%	-4	0%	0%	1%	0%	-102%	-1
O=C(NC1CC1)c1cc(-c2ccco2)nc2ccccc12	0	-3	-1%	-5	-17%	0%	0%	6%	-2%	0
CCOCCCNC(=O)CN1C(=O)COc2ccc(S(=O)(=O)N3CCC(C)CC3)cc21	nt	17	9%	-2	0%	-3%	4%	4%	-5%	1
CCOC(=O)N1CCN(C(=O)c2ccc(N3C(=O)c4ccccc4C3=O)cc2)CC1	5	3	2%	-2	-1%	3%	-3%	-4%	0%	-3
CCc1c(C)nc(N2CCN(c3cccc(OC)c3)CC2)[nH]c1=O	-1	-12	-5%	-13	-4%	4%	-1%	0%	-1%	0
CCOc1ccc(Oc2nc(Nc3ccc(C)cc3)nc(N(C)C)n2)nn1	2	-10	1%	5	-8%	8%	2%	0%	5%	-1
Cc1cc(NC(=O)c2ccc(Cl)cc2Cl)n(CCC#N)n1	3	-11	-5%	14	-2%	-3%	-2%	1%	2%	5
O=c1cc(-c2ccccc2)[nH]n1-c1ccc([N+](=O)[O-])cc1	0	1	-30%	-32	9%	?	5%	-4%	-1%	15
CCC(C)OC(=O)C1=C(C)OC23OC(N)=C(C#N)C12C(=O)c1ccccc13 (configuration not stated)	0	5	-5%	-13	-5%	15%	1%	0%	-2%[46.1 µM]	-1
CCn1cc(CN2CCC(C(=O)Nc3cccc(-c4cccc(F)c4)c3)CC2)cn1	0	-10	25%	4	-3%	4%	7%	6%	-3%	30
CCOC(=O)c1ccc(NC(=O)CC2C(=O)N(c3cccc(OC)c3)C(=O)N2CCOC)cc1 (configuration not stated)	0	16	11%	-1	2%	7%	1%	-1%	-2%	2
Cc1c(NC(=O)c2ccc3c4c(cccc24)CC3)c(=O)n(-c2ccccc2)n1C	-4	0	2%	-2	0%	0%	1%	-4%	2%	5
O=C(Cc1ccccc1)NC(Nc1cccc2ccccc12)C(Cl)(Cl)Cl (configuration not stated)	-5	-16	-4%	28	1%[0.46 µM]	?	-4%	1%	0%	-4
COc1cc2c(cc1OC)C(C)N(S(=O)(=O)c1ccc(Cl)nc1)CC2 (configuration not stated)	nt	-26	8%	6	-2%	-1%	-3%	8%	-4%	-1
Cc1cccc(C(=O)OCC(=O)NCC2COc3ccccc3O2)c1 (configuration not stated)	nt	17	nt	10	-1%	-1%	nt	1%	-2%	3
CCn1nc(C)c(CNC(=O)c2cc(COc3ccc(F)cc3Cl)on2)c1C	3	-8	12%	-17	0%	?	-3%	1.6µM*	5%	-7
CCOC(=O)c1cc(=O)n2nc(-c3ccc(C)cc3)nc2s1	3	-8	-15%	-3	-1%	0%	1%	18%	-1%	1
CC1(C)NC(=O)N(CC(=O)OCC(=O)Nc2cc(S(=O)(=O)N3CCCCC3)ccc2Cl)C1=O	4	-6	13%	0	-2%	-2%	1%	3%	11%[46.1 µM]	-2
Nc1ncnc2c1ncn2[C@@H]1O[C@H](CNCc2cccc(C#Cc3ccccc3)c2)[C@@H](O)[C@H]1O	nt	-5	nt	35	-2%	?	nt	-10%	2%[46.1 µM]	-2
CC(C)COC(=O)c1ccccc1N1C(=O)C2C3CCC(C3)C2C1=O (configuration not stated)	4	-25	2%	2	-9%	1%	3%	4%	0%[46.1 µM]	2
COc1ccc(C2=NOC(C(=O)NCc3ccccc3)C2)cc1 (configuration not stated)	-5	40[activator]	-2%	16	-5%	?	-1%	18%	0%	-26
O=C(Nc1ccc(Oc2ccccc2)nc1)C1CCN(Cc2cccc(F)c2)CC1	2	0	1%	28	-2%	?	2%	-1%	2%	48
Cc1ccc(CNC(=O)Cc2nc3nc(C)cc(C)n3n2)cc1	-1	-2	9%	12	2%	0%	3%	0%	6%	2
CC1CCN(C(=O)COC(=O)c2ccc3c(c2)OCCO3)CC1	nt	0	nt	0	3%	-2%	nt	8%	-6%[46.1 µM]	7
CC(NC(=O)COC(=O)CNC(=O)C1CCCCC1)c1ccccc1 (configuration not stated)	nt	3	nt	-6	3%	7%	nt	-6%	-1%	-13
